Assay outcomes as filed in PubChem.
PTHR1 agonist: agonists of human PTHR1 parathyroid hormone receptor; AID 743266; Potency, µM (titrated, usually from 115 µM), for the others: at the highest dose activation, actives largely listed as activators; 410,000 tested, 0.075% active; Q03431; HEK293 GP2 PTHR1 cells, GloSensor cAMP luminescence, 1 h; note: nearly all actives have a fitted effect of over 55% in size; some results filed as inactive show a strong effect at the top dose; inactives centre near -15; many of its hits are not listed in these tables
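HEK-293-derived GP2 cells expressing PTHR1 and a GloSensor cAMP reporter, 3,000/well, plated overnight, given luciferin plus IBMX (each 0.5 mM as added) for 1 h at 37 °C, then compound for 1 h at 37 °C. Luminescence was read after 15 min at room temperature.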
EPAC2 ag: activates human EPAC2 exchange factor. 360,000 tested, 0.079% active. EPAC2 activation, biochemical qHTS; response scale: 100% = 6.5 mM cAMP response. Potency, µM (top dose mostly 154 µM), without a hit: top-dose activation, hits mostly activators. Q8WZA2. AID 720711; note: nearly all actives have a fitted effect of over 50% in size
Target sequence (Q8WZA2 whole entry, looked up): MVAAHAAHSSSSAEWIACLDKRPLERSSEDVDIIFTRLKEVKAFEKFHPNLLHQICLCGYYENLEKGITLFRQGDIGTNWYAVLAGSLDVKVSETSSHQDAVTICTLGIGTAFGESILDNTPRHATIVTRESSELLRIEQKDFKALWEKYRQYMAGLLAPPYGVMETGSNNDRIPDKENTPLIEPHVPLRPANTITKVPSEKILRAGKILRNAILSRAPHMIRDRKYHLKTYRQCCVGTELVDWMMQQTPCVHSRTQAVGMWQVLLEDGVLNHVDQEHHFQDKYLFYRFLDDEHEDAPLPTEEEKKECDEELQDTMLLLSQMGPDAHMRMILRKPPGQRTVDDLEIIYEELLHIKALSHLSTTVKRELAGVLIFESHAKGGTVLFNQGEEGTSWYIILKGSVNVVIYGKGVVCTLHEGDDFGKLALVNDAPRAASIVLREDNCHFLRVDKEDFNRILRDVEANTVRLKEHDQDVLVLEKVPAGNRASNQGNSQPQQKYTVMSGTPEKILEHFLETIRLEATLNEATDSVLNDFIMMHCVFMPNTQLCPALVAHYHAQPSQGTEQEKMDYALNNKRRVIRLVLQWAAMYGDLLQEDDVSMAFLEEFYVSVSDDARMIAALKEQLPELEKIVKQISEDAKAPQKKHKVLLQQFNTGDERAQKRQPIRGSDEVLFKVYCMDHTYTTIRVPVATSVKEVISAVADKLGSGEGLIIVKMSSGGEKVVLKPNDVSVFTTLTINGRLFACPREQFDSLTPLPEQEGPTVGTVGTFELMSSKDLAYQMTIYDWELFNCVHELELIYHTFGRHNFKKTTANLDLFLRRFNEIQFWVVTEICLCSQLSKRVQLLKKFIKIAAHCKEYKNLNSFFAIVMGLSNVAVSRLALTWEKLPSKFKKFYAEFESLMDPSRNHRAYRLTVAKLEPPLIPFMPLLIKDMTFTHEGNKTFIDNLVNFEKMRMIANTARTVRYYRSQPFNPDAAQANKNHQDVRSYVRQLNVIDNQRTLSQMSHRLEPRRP
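Each well held 100 nM EPAC2, 250 nM RAP1B-BODIPY-GDP and 50 uM GDP. Fluorescence, read at 5-min intervals to 30 min, was referenced to a 6.5 mM cAMP positive control.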
FUS suppressor: rescues growth of FUS-expressing yeast; 390,000 tested, 0.24% active; Potency, µM (titrated, usually from 76.6 µM), inactives show top-dose growth rescue (activation), actives largely listed as activators; AID 1347120; S. cerevisiae FUS-expressing, growth rescue, OD600, 24 h;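 note: plate controls were DMSO vehicle for no effect and reference control for full effect; nearly all actives have a fitted effect of over 55% in size; some results filed as inactive show a strong effect at the top dose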
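S. cerevisiae expressing FUS from galactose induction served as the toxicity model. Growth after 24hr at 30C, read as absorbance at 600 nm, indicates suppression of toxicity; compounds dosed at several concentrations.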
TDP-43 yeast inh: rescues yeast growth from TDP-43 toxicity; TDP-43 expressing yeast growth rescue, BacTiter-Glo, 24 h; Potency, µM (top dose mostly 46.1 µM), for inactives: top-dose growth rescue (activation), actives largely listed as activators; 410,000 tested, 1.8% active; AID 652104; note: % of control where 0% means no effect; nearly all actives have a fitted effect of over 50% in size
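Yeast cells expressing TDP-43 under galactose induction are exposed to compounds for 24 hr at 30 deg C. BacTiter-Glo luminescence measures growth, so protective compounds score as activators.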
aSyn rescue: inhibitors of alpha-synuclein toxicity in yeast | Yeast expressing alpha-synuclein, growth rescue, BacTiter-Glo, 24 h | Potency, µM (titrated, usually from 46.1 µM), for inactives: at the top dose growth rescue (activation), hits mostly activators | 370,000 tested, 0.14% active | AID 652106; note: % of control where 0% means no effect; nearly all actives have a fitted effect of over 65% in size
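Readout is rescue of growth in alpha-synuclein-expressing yeast, so inhibitors of toxicity appear as activators. Growth after 24 hr at 30 deg C in galactose medium is quantified by luminescence.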
EPAC1 antagonist: antagonists of human EPAC1; O95398; EPAC1 GEF assay, Rap1b-BODIPY-GDP exchange fluorescence; Potency, µM (titrated, usually from 115 µM), without a hit: at the highest dose activity change, negative = inhibition, actives largely listed as inhibitors; 360,000 tested, 0.14% active;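 note: plate controls were vehicle for no effect and positive control for full effect; nearly all actives have a fitted effect of over 50% in size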
EPAC2 antag: blocks human EPAC2 exchange factor; Q8WZA2; EPAC2 GEF exchange of Rap1B-BODIPY-GDP, fluorescence; Potency, µM (series often up to 114 µM), inactives show at the top dose activity, negative = inhibition, usual class: inhibitors; 360,000 tested, 0.18% active; AID 720708; note: % is set by controls: 0 for no effect and ±100 for the full control effect; nearly all actives have a fitted effect of over 45% in size; many of its hits are not listed in these tables
EPAC1 ag: activates human EPAC1 exchange factor; EPAC1 agonist qHTS, biochemical assay; response scale: 100% = response to 6.5 mM cAMP; Potency, µM (series often up to 154 µM), without a hit: at the highest dose activation, actives largely listed as activators; 360,000 tested, 0.073% active; note: nearly all actives have a fitted effect of over 60% in size
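Fluorescent GDP-exchange assay: 100 nM EPAC1 with 250 nM Rap1B preloaded with BODIPY-GDP and 50 uM GDP; compounds tested as concentration series, 5 min at room temperature, then read every 5 min for 30 min (ex 480/em 540 nm); normalized to 6.5 mM cAMP.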
* hit, by the source's call; i = inactive; ? = inconclusive; . = no result given; & = joins results of further samples; [ ] = remark or other dose. Calls come from the whole dose curve; as a rule, active = well fitted curve in the direction sought with a large enough effect; inconclusive = small, poorly fitted or top-dose-only effect, or another doubt; inactive = no such curve, though single readings can be large; an effect the other way counts as inactive or inconclusive. Potency is the fitted concentration of half-maximal effect.

SMILES | PTHR1 agonist | EPAC2 ag | FUS suppressor | TDP-43 yeast inh | aSyn rescue | EPAC1 antagonist | EPAC2 antag | EPAC1 ag
Cc1cccc(OP(=O)(Nc2ccc(F)cc2)Oc2cccc(C)c2)c1 | -25% | -5% | 3% | -18% | ? | -1% | -9% | 5%
OC1(c2ccccc2)CCNC2CCCCC21 (configuration not stated) | i | 6% | 5% | . | -2% | -4% | 0% | 14%
C[C@H]1O[C@@H](O[C@H]2[C@@H](O)C[C@H](O[C@H]3[C@@H](O)C[C@H](O[C@H]4CC[C@@]5(C)[C@H](CC[C@@H]6[C@@H]5CC[C@]5(C)[C@@H](C7=CC(=O)OC7)CC[C@]65O)C4)O[C@@H]3C)O[C@@H]2C)C[C@H](O)[C@@H]1O | -18% | 0% | 28% | 22% | 12% | -8% | -5% | -4%
COC(=O)C1=C(c2ccccc2OCc2ccccc2)C[C@@H]2CC[C@H]1N2C(=O)NCc1cccc(C(F)(F)F)c1 | i | 5% | 27% | ? | -1% | -11% | 5% | -20%
O=c1ccc2cc(O[C@@H]3O[C@H](CO)[C@@H](O)[C@H](O)[C@H]3O)c(O)cc2o1 | -14% | 7% | -32% | -7% | 0% | -2% | -10% | -4%
NCCc1ccccc1 | i | 2% | 5% | 6% | 0% | 4% | 0% | -13%
COc1ccc(CNCCc2c(C)[nH]c3ccc(OC(F)(F)F)cc23)c(OC)c1 | -33%[inhibitor] | 9% | 32% | -18% | -5% | 2% | 1% | -8%
O=c1[nH]c(O)c(Cc2ccc3c(c2)OCO3)c(=O)[nH]1 | i | 3% | -25% | -7% | -2% | 12% | 2% | 7%
CC1C(c2cccs2)=[N+]([O-])C(C)(C(=O)c2ccc(F)cc2)N1O (configuration not stated) | i | 5% | -7% | -16% | -13% | -13% | -7% | -1%
O=C(CNC(=O)c1ccccc1)Nc1ccc(Br)cc1C(=O)c1ccccc1 | -22% | 6% | -11% | 1% | 1% | -2% | -1% | 13%
O=c1[nH]c(=O)n(Cc2ccc(F)cc2)c(O)c1C=NCc1cccnc1 | 1%[57.5 µM] | 7% | 16% | -17% | -2% | 7% | -3% | 7%
COc1ccc(-n2nnnc2C(c2ccccc2OC(F)(F)F)N2CCC(n3c(=O)[nH]c4ccccc43)CC2)cc1 (configuration not stated) | -8% | 3% | ? | 17% | 9% | -14% | ? | -3%
CCCCCCN1CCN(c2ccccc2Cl)CC1 | ? | 11% | -23% | -2% | -7% | -10% | 2% | -2%
Cc1ccc(N2C(=O)CC(=O)NC2=O)c(C)c1 | i | 19% | -6% | 0% | -6% | -7% | 5% | -9%
CCC(=NCc1cccnc1)c1c(O)n(-c2ccccc2)c(=O)[nH]c1=O | -2% | 6% | -4% | 8% | -1% | -11% | -9% | -8%
COc1ccc(OCC(=O)N2CCN(CC3CC4C=CC3C4)CC2)cc1 (configuration not stated) | -11%[57.5 µM] | -7% | -8% | -4% | -1% | -3% | ? | 2%
C=CCn1c(O)c(/C(C)=N/NC(=S)Nc2ccccc2)c(=O)[nH]c1=O | i | 8% | 6% | 8% | 0% | -12% | -5% | 10%
CC(=NCc1ccco1)c1c(O)n(-c2ccccc2)c(=O)[nH]c1=O | -5%[57.5 µM] | -2% | 4% | 12% | -11% | 9% | 5%[57.1 µM] | 2%
Cc1ccc(S(=O)(=O)NN)c(C)c1N1CCCC1=O | ? | 12% | -2% | 2% | 4% | 3% | 11% | 8%
Cc1ccc(Cn2ccccc2=N)cc1 | i | 2% | -4% | 11% | -9% | 7% | 1% | -1%
O=C(CN1CCCC1)Nc1ccc(Cl)cc1C(=O)c1ccccc1 | -4% | 1% | 1% | -18%[0.397 µM] | 1% | -5% | 13% | -5%
CCn1c(O)c(C=NCCN2CCOCC2)c(=O)[nH]c1=S | i | 7% | -9% | -23% | -4% | 5% | 15% | 1%
CCC(CO)NC(=O)C1C=C2c3cccc4[nH]cc(c34)CC2N(C)C1 (configuration not stated) | i | 4% | -39% | 0% | -6% | -6% | 0% | -15%
CN1CCN(/N=C/c2c(O)n(CCC3=CCCCC3)c(=S)[nH]c2=O)CC1 | -5% | 1% | 28% | -28% | 0% | -26% | -10% | -7%
ClC1C(Cl)C(Cl)C(Cl)C(Cl)C1Cl (configuration not stated) | -16%&-15% | 4%&4% | -38%&-32% | -9%&13% | -1%&-6% | 3%&9% | -11%&12% | -23%&1%
Cc1cc(OCC(=O)N[C@@H](Cc2ccccc2)C(=O)O)c2c3c(c(=O)oc2c1)CCC3 | -11% | 6% | -1% | 26% | 3% | 6% | -2% | -16%
Cc1cccc(C)c1-n1nnnc1C(CCc1ccccc1)N1CCC(n2c(=O)[nH]c3ccccc32)CC1 (configuration not stated) | -95%[inhibitor] | 8% | -7% | ? | 0% | 3% | -10% | -1%
Cc1nc2ccccc2n1C1CCN(Cc2nnnn2CCc2ccccc2)CC1 | -1% | -8% | 8% | 1% | 4% | 4% | 2% | -5%
CCOC(=O)[C@]12Cc3cc(C)ccc3[C@H]1N(CCC(=O)OC)C(=O)c1ccccc12 | -45%[inhibitor] | 7% | 7% | 0% | 20% | -14% | -24% | 3%
CC(C)(C)n1nnnc1C(c1ccccc1)N1CCC2(CC1)C(=O)NCN2c1ccccc1 (configuration not stated) | -14% | 0% | 2% | 13% | 5% | -5% | 9% | -6%

Random excerpt: 2 compounds from above.
SMILES | PTHR1 agonist | EPAC2 ag | FUS suppressor | TDP-43 yeast inh | aSyn rescue | EPAC1 antagonist | EPAC2 antag | EPAC1 ag
CC1C(c2cccs2)=[N+]([O-])C(C)(C(=O)c2ccc(F)cc2)N1O (configuration not stated) | i | 5% | -7% | -16% | -13% | -13% | -7% | -1%
CCC(=NCc1cccnc1)c1c(O)n(-c2ccccc2)c(=O)[nH]c1=O | -2% | 6% | -4% | 8% | -1% | -11% | -9% | -8%

New compounds follow:
SMILES | PTHR1 agonist | EPAC2 ag | FUS suppressor | TDP-43 yeast inh | aSyn rescue | EPAC1 antagonist | EPAC2 antag | EPAC1 ag
COC(=O)C1=C(c2ccc(Cl)c(C(F)(F)F)c2)C[C@@H]2CC[C@H]1N2C(=O)NC1CC1 | -36% | 2% | 22% | 9% | 8% | 0% | -21% | -23%
O=c1[nH]cc(COCC(F)(F)C(F)(F)C(F)(F)F)c(=O)[nH]1 | i | -6% | -19% | -7%[0.397 µM] | -4% | -15% | 6% | -15%
Cn1cccc1/C=C1/C(=O)NC(=O)N(Cc2ccccc2)C1=O | -27% | -4% | 31% | 13% | -1% | ? | -2% | -5%
O=[N+]([O-])c1ccc(C2C3C(c4ccccc4)=NC4(CCCCC4)N32)cc1 (configuration not stated) | 0%[57.5 µM] | 14% | 7% | -20% | 6% | -2% | -9% | 15%
COc1ccc(CCNC(=O)N2c3ccccc3Sc3ccccc32)cc1 | -32%[inhibitor][57.5 µM] | 12% | 21% | ? | ? | -6% | -3% | 13%
Cc1ccccc1-n1c(/C=C/c2ccc(N(C)C)cc2)nc2ccccc2c1=O | i | . | 21% | ? | -5% | . | . | .
C[C@@]12C(=O)N(Cc3ccco3)CC(=O)N1[C@H]1c3ccccc3OC[C@@H]1[C@@H]2c1ccccc1 | -35%[inhibitor] | 14% | 34% | 5% | -2% | -28% | 11% | -8%
CN1CCN(c2ccc(S(=O)(=O)C(F)(F)F)cc2[N+](=O)[O-])CC1 | -29% | -4% | -6% | 4% | 7% | -27% | -4% | -6%
Cc1ccc2c(c1)cc1c(=O)n(CC(=O)N3CCC4(CC3)OCCO4)nc(C)n12 | -21% | -5% | -2% | 15% | 6% | -8% | -7% | -9%
O=c1[nH]c(=S)n(C2CC2)c(O)c1C=NCCc1ccccc1 | i | 8% | -13% | 10% | 7% | 9% | 7% | 23%
COC(=O)C1=C(c2cccc(OCc3ccccc3)c2)C[C@@H]2CC[C@H]1N2C(=O)NCc1ccc(C(C)(C)C)cc1 | -31%[inhibitor] | 0% | ? | 6% | -2% | -9% | 1% | -5%
C#C[C@]1(O)CCC2C3C(=O)C=C4C=CCC[C@]4(C)C3CC[C@@]21C (some centres not stated) | -15% | 11% | 4% | -6% | -4% | -13% | 0% | -10%
CNCC(O)c1ccc(O)cc1 (configuration not stated) | -7% | 1% | -28% | 26% | -8%&3% | 3% | -1% | -16%
O=C1NCN(c2ccccc2)C12CCN(C(c1cccc3ccccc13)c1nnnn1Cc1ccccc1)CC2 (configuration not stated) | -14% | 6% | ? | 15% | 2% | 7% | 8% | -9%
CCCCn1c(=O)c(C(=O)NCc2ccccc2Cl)c(O)c2ccccc21 | -16% | 9% | -19% | -26% | 1% | -18% | 5% | 13%
CC12CCC(=O)C=C1CCC1C2CCC2(C)C(O)CCC12 (configuration not stated) | -43%[inhibitor] | 4% | -11% | 27% | -1% | -15% | 0% | 3%
CCn1nc(-c2cccs2)nc2c(=O)n(C)c(=O)nc1-2 | -31%[inhibitor][57.5 µM] | 28% | 7% | -94%[inhibitor] | -73%[inhibitor] | ? | ? | -6%
CC(=O)c1cccc(NC(=O)N2C[C@H]3C[C@@H](C2)c2cccc(=O)n2C3)c1 | i | 7% | -14% | 17% | 2% | -6% | -10% | -10%
COC(=O)C1=Nc2ccccc2/C1=C\c1c(O)n(-c2ccc(Br)cc2)c(=O)[nH]c1=O | -23% | -4% | 2% | -21% | 0% | -16% | 1% | 4%
O=C(CNC(=O)OCc1ccccc1)Nc1ccc(Br)cc1C(=O)c1ccccc1Cl | -13% | -4% | . | 8% | 1% | -6% | 9% | -21%
CCOC(=O)C1C(=O)NC2(C)CC1c1cc(OC)ccc1O2 (configuration not stated) | i | 4% | -22% | -4% | 2% | 9% | 3% | 0%
CSCCC(c1nnnn1-c1ccc2c(c1)OCCO2)N1CCC2(CC1)C(=O)NCN2c1ccccc1 (configuration not stated) | -21% | 13% | ? | 11% | -2% | 3% | 1% | 4%
O=c1[nH]c(=S)n(C2CC2)c(O)c1C=NCC1CCCO1 (configuration not stated) | -13% | 1% | 12% | -6% | -2% | -9% | 3% | 1%

Exported as tab-separated lines: 3 of the compounds above
SMILES	PTHR1 agonist	EPAC2 ag	FUS suppressor	TDP-43 yeast inh	aSyn rescue	EPAC1 antagonist	EPAC2 antag	EPAC1 ag
COC(=O)C1=Nc2ccccc2/C1=C\c1c(O)n(-c2ccc(Br)cc2)c(=O)[nH]c1=O	-23%	-4%	2%	-21%	0%	-16%	1%	4%
O=C(CNC(=O)OCc1ccccc1)Nc1ccc(Br)cc1C(=O)c1ccccc1Cl	-13%	-4%	.	8%	1%	-6%	9%	-21%
CCOC(=O)C1C(=O)NC2(C)CC1c1cc(OC)ccc1O2 (configuration not stated)	i	4%	-22%	-4%	2%	9%	3%	0%

A portion of the library; rates above refer to the full screens.
